TRPM1 prom inh: MITF TRPM1 promoter inhibition in SK-MEL-5 cells; inhibition, % at 12.5 µM; 330,000 compounds, 0.83% hits; SK-MEL-5 TRPM1 promoter luciferase, 24 h;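 active = mean inhibition across replicates of 60% or more, whatever share of single replicates reaches that level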; also: values of inactives mirror those of a sister screen read the other way
TWEAK-Fn14 inh: inhibitors of TWEAK-Fn14 interaction signaling | TWEAK-stimulated Fn14 reporter cells, luciferase luminescence, 8 h | inhibition, % at 10 µM | 360,000 compounds, 2% hits | AID 1159606; in the data active = inhibition above about 50%
NR2E3 ag-1: NR2E3 (human) agonism; AID 2300; 320,000 compounds, 0.12% hits; Q9Y5X4; GST-NR2E3/biotin-RetCOR TR-FRET, 1536-well; inhibition of corepressor binding, % at 4.78 µM;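 active = percent inhibition above the cutoff of mean plus 3 SD of all tested compounds, set per screening campaign, cut at about 20% in these data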;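 also: 0% = DMSO wells and 100% = biotin wells as full block of FRET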
Target sequence (Q9Y5X4 whole entry, looked up): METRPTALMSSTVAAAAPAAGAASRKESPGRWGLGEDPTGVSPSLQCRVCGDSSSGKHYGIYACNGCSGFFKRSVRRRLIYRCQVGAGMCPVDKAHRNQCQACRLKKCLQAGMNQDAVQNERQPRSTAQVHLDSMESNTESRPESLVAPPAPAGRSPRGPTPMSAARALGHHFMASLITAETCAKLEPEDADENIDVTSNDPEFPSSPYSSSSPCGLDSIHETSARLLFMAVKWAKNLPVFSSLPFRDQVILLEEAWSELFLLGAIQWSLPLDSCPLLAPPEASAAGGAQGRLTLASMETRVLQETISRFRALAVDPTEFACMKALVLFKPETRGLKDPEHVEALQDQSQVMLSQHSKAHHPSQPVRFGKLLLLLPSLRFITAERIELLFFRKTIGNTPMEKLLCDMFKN
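Assay system: NR2E3–RetCOR corepressor complex. Quantity: 1.35 nM GST-NR2E3. Buffer or medium: pH 7.5 Tris-based buffer. Reagent: biotinylated RetCOR corepressor at 7 nM final. Schedule: 5 h at 4 °C. Detection: TR-FRET, emission read at 617 and 671 nm. Replicates: one well per compound, singlicate testing.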
NR2E3 ag-2: agonists of human NR2E3 nuclear receptor | inhibition of corepressor binding, % at 3.98 µM | CHO-S Gal4-NCOR/VP16-NR2E3 two-hybrid, luciferase | AID 602229 | Q9Y5X4 | 360,000 compounds, 0.35% hits;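 active = inhibition above the mean of all tested compounds plus 3 SD, cut at about 70% in these data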;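 also: 0% = DMSO with NR2E3 transfected cells and 100% = cells lacking NR2E3 construct; higher means lower luciferase signal from less NR2E3 corepressor binding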
TROY NFkB inh: blocks TROY-dependent signaling in reporter cells; AID 1347056; 360,000 compounds, 0.98% hits; inhibition, % at 10 µM; Q293 LMP1-TROYcd NF-kB luciferase reporter, 4 h;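 active = compounds whose plate-normalised and pattern-corrected inhibition of the luciferase reporter signal at the single screening dose is 50% or more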
HIF-2a inh: HIF-2a inhibition | 786-0 RCC cells HIF-2a reporter, luciferase luminescence, overnight | inhibition, % at 18.8 µM | 360,000 compounds, 0.72% hits | AID 624352;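 active = inhibition of the luminescence signal of 40% or more relative to plate controls, in a single-dose primary screen at 18.75 µM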
KKLEB cytotox: CF airway cell cytotoxicity counter-screen; KKLEB CF airway cells viability, ATPlite luminescence, overnight; active compounds read low; cells stimulated with P. aeruginosa culture filtrate; activity change (cytotoxicity), % at 5 µM; 360,000 compounds, 0.36% hits; AID 602141;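 active = corrected activity change at or below -50% at 5 µM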
Peg3 prom inh: reduces Peg3 promoter-driven luciferase expression in HeLa; inhibition, % at 20 µM; HeLa PEG-Prom luciferase reporter, luminescence, overnight; 360,000 compounds, 1.7% hits;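 active = inhibition of at least 50% at 20 µM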
C8 TRAIL sens: sensitizes caspase-8 expressing cells to TRAIL; NB7+C8 cells + TRAIL, ATPlite viability luminescence; inhibition (viability loss, TRAIL sensitization), % at 10 µM; 360,000 compounds, 1% hits; AID 624354;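 active = compounds causing at least 50% loss of cell viability in the single-dose screen, relative to plate controls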
CF NFkB block: blocks PAF-induced NF-kB reporter in cystic fibrosis cells. KKLEB NF-kB-GFP reporter, GFP fluorescence overnight. inhibition, % at 5 µM. 360,000 compounds, 0.86% hits. AID 588850;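 active = at least 50% inhibition at 5 µM, scaled per plate between neutral and stimulator controls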;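 also: PAF is a Pseudomonas aeruginosa culture filtrate used as stimulus; plate controls were PAF-stimulated DMSO wells for no effect and unstimulated DMSO wells for full effect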
Shn3 3UTR inh: inhibitors of Schnurri-3 3'UTR reporter in osteoblasts. Clone20 osteoblast Shn3 3'UTR firefly luciferase, 24 h. inhibition, % at 12.5 µM. 360,000 compounds, 0.52% hits. AID 588674;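 active = mean inhibition of at least 75% with every replicate also reaching 75%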;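 also: 0% = median of neutral control wells and 100% = pilot-screen positive control compound; some compounds past the cut are filed as inactive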
Starred values were filed as active, the others as inactive; / = not tested or not shown.

SMILES	TRPM1 prom inh	TWEAK-Fn14 inh	NR2E3 ag-1	NR2E3 ag-2	TROY NFkB inh	HIF-2a inh	KKLEB cytotox	Peg3 prom inh	C8 TRAIL sens	CF NFkB block	Shn3 3UTR inh
CC(NC(=O)CN1CCN(c2ccccc2F)CC1)c1ccccc1 (stereo not given)	3	-5	/	18	6	9	1	3	5	3	1
CSCCC(N=C1NS(=O)(=O)c2ccccc21)C(=O)NCCc1ccccc1 (stereo not given)	-7	-2	0	-7	2	9	17	9	13	-10	4
COC(=O)c1ccc(CN2CCC(CO)(Cc3ccc(OC)cc3)CC2)cc1	-13	-8	0	7	3	7	-4	-6	-3	-11	13
Cc1ccc(CN(C)C(=O)CCc2c[nH]c3ccccc23)o1	-8	8	3	-19	-3	-10	-22	-13	-12	19	-6
O=C(Nc1c(C(=O)N2CCC(N3CCCCC3)CC2)oc2ccccc12)c1c(F)cccc1F	-11	-5	-1	2	-2	0	-1	-13	-3	0	-23
O=C(Nc1ccc(Cl)cc1)c1csc(-c2ccccc2)n1	4	-37	0	12	-35	-159	18	-38	7	-12	-8
CCOC(=O)c1nn(-c2ccccc2)c(=O)cc1SC1CCCCC1	-6	12	-1	-6	-4	10	2	11	2	10	-8
O=C(OC1CCCCC1)c1ccc(NC(=O)C2CCCCC2)cc1	-14	-27	-4	-14	-35	4	-22	-23	39	15	25
N#C/C(=C/c1cccn1-c1cccc(C(=O)O)c1)c1ccc(F)cc1	3	22	/	-16	19	15	16	2	1	-6	-10
Cc1ccc(C(=O)Nc2ccccc2N2CCCCC2)cc1[N+](=O)[O-]	8	18	3	-5	-16	5	14	12	10	-42	9
COc1ccc(OC)c(S(=O)(=O)NCc2cn3c(C)csc3n2)c1	-13	-20	0	-11	-2	9	0	15	12	7	3
CCc1nc(SCC(=O)NCc2ccco2)c2c(=O)n(C)c(=O)n(C)c2n1	7	3	1	-10	15	7	-1	30	0	15	-2
CC1CC(C)CN(S(=O)(=O)c2ccc(NC(=O)CCN3C(=O)C4CC=CCC4C3=O)cc2)C1 (stereo not given)	7	4	10	2	7	5	-2	14	6	26	-17
COc1ccccc1NS(=O)(=O)c1ccc(C)c(C(=O)N2CCN(c3ccc(O)cc3)CC2)c1	-1	-4	/	4	1	-4	6	4	-19	2	2
CCc1ccc(C(=O)N2CCN(S(=O)(=O)c3sc(C(=O)O)c(C)c3C(=O)O)CC2)cc1	-10	8	-1	-7	8	9	-12	2	-14	-6	-4
CCN(CC(=O)Nc1c(F)cccc1F)C(=O)C1CCN(c2ncnc3sc(C)c(C)c23)CC1	-5	14	-3	-17	11	28	-2	25	20	3	3
O=C(NCc1ccccc1Cl)c1cc([N+](=O)[O-])ccc1Cl	-4	10	-5	9	-11	9	-17	12	-10	-16	-17
CCC(C)n1c(/C=C/c2ccccc2)nc2ccccc21 (stereo not given)	0	-4	-1	-4	-7	-108	-7	-46	11	-12	4
C[C@H]1COc2cc(N(C)CCO)ccc2S(=O)(=O)N1	/	1	/	8	-12	3	/	/	-2	/	/
CC12CN(C(=O)c3ccccc3)C3(C#N)CC1CCC23C (stereo not given)	11	-9	2	4	-12	11	-14	-4	-13	8	12
C[C@@]12C(=O)N(CCc3c[nH]c4ccccc34)CC(=O)N1[C@H]1c3ccccc3OC[C@@H]1[C@@H]2c1ccccc1	10	4	1	-54	-21	8	-6	16	14	-6	24
Cc1csc2ncc(C(=O)NCCc3ccccc3)c(=O)n12	-22	-18	-1	-61	-48	-211	-2	-165	-9	6	-42
O=C(N/N=C/c1ccc(Br)s1)c1ccccn1	-72	21	-5	-128	-40	-149	-4	-246	52*	7	-54
O=c1[nH]c(=O)c2[nH]c(=S)[nH]c2[nH]1	8	6	/	20	-4	15	-4	2	12	-11	7
COc1ccccc1NC(=O)c1ccccc1NS(=O)(=O)N1CCCC1	-8	-7	-1	-20	-18	-3	-2	18	-15	3	5
NC(=O)c1ccc(-c2c(-c3ccccc3)sc3ccccc23)cc1	6	11	0	-32	-8	16	-7	9	14	-27	0
CC1CC(CN)CC(CO)C1 (stereo not given)	10	53*	-1	-27	23	11	4	9	-7	-14	-3
O=C(NNC(=O)c1cnccn1)c1ccc(Cl)cc1	4	-7	2	-10	-25	-31	12	-20	22	-6	11
Nc1nonc1-n1nnc(C(=O)N/N=C/c2ccc3c(c2)OCO3)c1CSc1ccccc1	-4	-41	1	-26	7	3	1	5	-8	20	-8
O=C(C1CCCN(S(=O)(=O)c2cccc3nonc23)C1)N1CCC(Cc2ccccc2)CC1 (stereo not given)	14	-3	-1	0	18	24	-7	2	-3	8	-17
Cc1sc2ncnc(SC(C)C(=O)N3c4ccccc4Sc4ccccc43)c2c1C (stereo not given)	6	-5	-1	12	3	13	-8	15	22	18	7
Cc1ccc(C(=O)CSc2nnc(-c3ccco3)n2CC2CCCO2)cc1 (stereo not given)	-4	3	-6	9	-18	-15	2	-24	13	-10	10
CN1CCN(/N=C/c2nc(-c3cccc([N+](=O)[O-])c3)n3ccccc23)CC1	-6	-10	-6	-3	-10	12	1	12	-1	0	18
Cn1nc(-c2ccc(OCC(=O)Nc3cccnc3)cc2)c2ccccc2c1=O	4	3	-1	-16	11	-5	-5	-1	-14	-18	34
O=C(Nc1ccc2ccccc2c1)c1ccc2[nH]c(=O)c(=O)[nH]c2c1	13	26	-1	-43	5	-19	2	-19	12	0	-19
COc1ccnc(N=CNOCc2ccc(F)cc2Cl)c1C#N	-47	-26	1	-39	-40	-78	-7	-17	-1	12	-4
O=C(CCC(=O)N1CCOCC1)NCCc1ccc(F)cc1	-5	10	0	-1	2	8	5	-4	6	-7	9
Cc1cc(C)cc(OCC(=O)Nc2ccccc2C(=O)N2CCOCC2)c1	16	4	1	-8	3	-1	4	20	-15	4	-8
CCOC(=O)C1CCN(Cc2nc3ccccc3c(=O)n2-c2ccc(OCC)cc2)CC1	9	-32	/	-42	-11	-12	-8	9	1	5	22
O=S1(=O)CC(N2CCN(CCO)CC2)CN1Cc1ccccc1 (stereo not given)	/	-5	/	3	9	8	-3	-4	-5	-14	-2
O=C(CN1c2cccc3cccc(c23)S1(=O)=O)Nc1cccc(S(=O)(=O)N2CCOCC2)c1	7	14	-2	8	2	23	9	21	6	-16	3
CCN(C(=O)CSc1nc2ccc([N+](=O)[O-])cc2s1)c1c(N)n(Cc2ccccc2)c(=O)[nH]c1=O	/	2	/	5	-6	4	3	13	-5	3	-10
CN(C(=O)c1cccc(C(=O)N(C)c2ccccc2)c1)c1ccccc1	2	8	0	-7	-12	17	3	-6	-12	-6	-2
N#CC1(Nc2ccc(S(N)(=O)=O)cc2)CCCC1	-8	-5	/	6	-1	3	-5	11	-8	14	-7
CC(C)[C@H](NC(=O)c1ccco1)C(=O)OCC(=O)NC12CC3CC(CC(C3)C1)C2	5	13	-4	13	10	16	6	-12	-11	-7	12
COc1ccc(C(=O)NCC(=O)OCC(=O)Nc2ccc(C)c(S(=O)(=O)N(C)C)c2)cc1OC	-1	-17	5	7	17	18	-3	6	-27	9	/
CN(CC(=O)NCc1ccco1)CC(=O)Nc1cc(S(C)(=O)=O)ccc1Cl	-13	10	/	0	24	12	8	-14	-6	-1	-28
O=C(Nc1nc2ccsc2c(=O)s1)c1ccc(F)cc1Cl	-60	-11	2	-58	-38	-235	-8	-213	5	30	-84
CCn1c2ccccc2c(=O)c2ccccc21	0	-3	-1	11	-9	1	-6	13	-6	-2	-19
Cc1ccc2[nH]c3c(NCCN4CCOCC4)ncnc3c2c1	-1	-17	/	-40	-24	-112	-6	-49	-1	-5	-15
COC(=O)c1ccccc1NC(=O)N1CCc2ccc(NC(=O)c3ccccn3)cc2C1	-40	32	0	-113	6	-225	0	-114	36	20	-135
CN1CCCC(n2nc(Cc3ccc(Cl)cc3)c3ccccc3c2=O)CC1 (stereo not given)	-4	-20	4	13	-6	-4	16	26	18	11	-15
COc1ccc(-c2nc(C(=O)O)cs2)cc1OC	5	4	6	1	-12	16	3	-14	0	-1	1
O=C(c1ccc(Cl)cc1)N1CCCCC(Cl)C1=O (stereo not given)	2	6	-5	-9	-7	5	10	-4	7	-20	-2
Cc1nn(S(=O)(=O)c2ccc(C(C)C)cc2)c(C)c1S(=O)(=O)N1CCOCC1	-10	-10	-1	-1	-4	9	0	9	-2	-1	-1
COc1ccc(/C=C2\SC(=S)N(NC(=O)c3csc4c3CCCC4)C2=O)cc1	1	-8	0	4	1	21	2	12	-7	2	5
S=c1[nH]nc(-c2cccs2)n1/N=C/c1cn(-c2ccccc2)nc1-c1ccccc1	-28	-24	0	-22	-23	-100	0	-86	-2	-7	-19
CCCOc1ccc(C(=O)N(Cc2cccs2)C2CCS(=O)(=O)C2)cc1 (stereo not given)	11	14	5	-13	0	9	-10	10	12	19	25
Cc1cc(C)nc(/N=C2\NC(=O)CC3C(=O)NCCN23)n1 (stereo not given)	0	-3	4	0	-13	10	4	12	-6	-7	6
Cc1ccc(C(=O)SC2=NCCS2)cc1	17	60*	0	-19	49	1	14	1	-4	9	4

Whole records, looked up by structure. Screens in order: TRPM1 prom inh	TWEAK-Fn14 inh	NR2E3 ag-1	NR2E3 ag-2	TROY NFkB inh	HIF-2a inh	KKLEB cytotox	Peg3 prom inh	C8 TRAIL sens	CF NFkB block	Shn3 3UTR inh
CN1CCCC(n2nc(Cc3ccc(Cl)cc3)c3ccccc3c2=O)CC1 (stereo not given) is entered as -4	-20	4	13	-6	-4	16	26	18	11	-15
COC(=O)c1ccccc1NC(=O)N1CCc2ccc(NC(=O)c3ccccn3)cc2C1 is entered as -40	32	0	-113	6	-225	0	-114	36	20	-135
Cc1cc(C)nc(/N=C2\NC(=O)CC3C(=O)NCCN23)n1 (stereo not given) is entered as 0	-3	4	0	-13	10	4	12	-6	-7	6

Remaining list, next part:
SMILES	TRPM1 prom inh	TWEAK-Fn14 inh	NR2E3 ag-1	NR2E3 ag-2	TROY NFkB inh	HIF-2a inh	KKLEB cytotox	Peg3 prom inh	C8 TRAIL sens	CF NFkB block	Shn3 3UTR inh
O=C(O)C(C(=O)O)=C1C2CC3CC(C2)CC1C3	13	-9	0	-23	7	20	-4	2	-9	9	-7
CCCCN(CCCC)CCNC(=O)CNC(=O)c1cccs1	11	-9	3	-1	7	14	11	0	-2	-7	6
C/C(=N/N1CCN(c2ccccc2)CC1)c1cccc([N+](=O)[O-])c1	-19	-21	3	-12	-29	3	2	-33	2	2	-6
COc1ccc(C)cc1NC(=O)NCCC1=CCCCC1	1	6	1	-5	6	-4	0	-1	0	1	-28
CN(C)CCNC(=O)c1cccc(-c2cnc3c(NC=O)cc(-c4cccs4)cn23)c1	/	-10	/	-12	1	-39	-14	53*	-6	2	-11
COc1cc(C2C3CN(C)CC=C3C(C#N)=C(N)C2(C#N)C#N)ccc1OC(C)C (stereo not given)	5	-29	1	-4	-3	17	-14	9	-13	10	2
CC1=C(C#N)C(c2ccc3ncccc3c2)C(C#N)=C(C)N1	1	13	1	-5	19	2	-2	2	-6	24	-7

Screens deposited in PubChem BioAssay by several laboratories.

Some of the compounds tested; the hit share may differ from the screen's.
